Wnt act: activators of Wnt/beta-catenin signaling. activation, % at 9.35 µM. 300,000 tested, 1.2% active. AID 743398. Wnt/beta-catenin reporter cell assay, activator, plate reader; in the data active = activation above about 30%, passing the limit was not always enough;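 also: 0% = neutral control wells and 100% = positive control wells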
HTR5A inv ctr: HTR5A inverse agonism, opioid heterodimer counter-screen; P47898; HTR5A cell line, luminescence; 340,000 tested, 0.083% active; AID 504634; inhibition, % at 9.3 µM; in the data active = inhibition mostly above about 23%, no sharp cut-off; inactive = mostly below about 18%;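 also: 0% = cells with DMSO and 100% = no-cell wells with DMSO; some compounds called inactive have numbers as strong as hits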
HTR5A ag: counter-screen for OPRM1-OPRD1 agonists: human HTR5A agonism | P47898 | HTR5A agonist assay, luminescence, cell-based | activation, % at 9.3 µM | 340,000 tested, 0.61% active | AID 504692; in the data active = activation mostly above about 9.5%, no sharp cut-off; inactive = mostly below about 7.6%;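 also: 0% = cells with vehicle only and 100% = reference agonist; strong numbers were not always called active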
CDK5 inh: CDK5/p35 (human) kinase inhibition; Recombinant CDK5/p35, ADP-Glo luminescence, 60 min; inhibition, % at 10 µM; 330,000 tested, 0.01% active; Q00535+Q15078;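 active = highest replicate inhibition of at least 50% and at least 75% of replicates reaching 50%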;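 also: plate controls were DMSO neutral control for no effect and GW8510 at 10 µM for full effect; many of its hits are not listed in these tables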
dFosB activator: activators of mouse delta FosB homodimer. purified delta FosB, TAMRA-CDK5 oligo fluorescence polarization; percent of positive-control signal above neutral wells. 340,000 tested, 0.99% active. P13346. activation, % at 25 µM. AID 493131;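 active = mean activation above about 17%, with every replicate also reaching it, limit read from the data, passing the limit was not always enough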;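 also: fluorescence polarization rise as delta FosB binds a TAMRA Cdk5 AP-1 oligo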
NSD2 HMT inh: blocks human histone methyltransferase NSD2; O96028; AID 743445; NSD2 peptide methylation, AlphaScreen, 120 min; inhibition, % at 12.5 µM; 310,000 tested, 0.54% active; in the data active = inhibition above about 50%
MITF TRPM1 HTS: activators of MITF-driven TRPM1 promoter activity in SK-MEL-5 cells | SK-MEL-5 TRPM1-promoter luciferase, 24 h; % of positive control, neutral wells = 0 | activation, % at 12.5 µM | 300,000 tested, 0.75% active | AID 588334;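 active = mean activation of at least 80% with every replicate also reaching 80%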;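 also: 0% = neutral control wells and 100% = parthenolide positive control wells; values of inactives mirror those of a sister screen read the other way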
SR-BI DiI inh: inhibitors of mouse SR-BI mediated HDL lipid uptake. ldlA[mSR-BI] CHO cells, DiI-HDL uptake fluorescence, 3 h. inhibition, % at 12.5 µM. 320,000 tested, 0.96% active;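 active = mean replicate inhibition of at least 70% and a set share of replicates each scoring 70 or more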;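 also: 0% = median of neutral control wells and 100% = median of positive control wells; values of inactives mirror those of a sister screen read the other way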
V-ATPase pH: regulators of yeast V-ATPase proton transport; S. cerevisiae, pHLuorin cytosolic pH fluorescence; response, % at 10 µM; 350,000 tested, 0.37% active; AID 504577; in the data active = response mostly above about 7.3%, no sharp cut-off; inactive = mostly below about 5.4%; also: actives read high; inactives centre near 0; some compounds called inactive have numbers as strong as hits; reference of the scale not given here
PvdQ acylase: P. aeruginosa PvdQ acylase inhibition | purified PvdQ acylase, fluorescence plate reader | inhibition, % at 10 µM | AID 488965 | 340,000 tested, 0.063% active; in the data active = inhibition above about 30%, passing the limit was not always enough;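 also: 0% = vehicle neutral wells and 100% = reference inhibitor wells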
The depositor's hits bear a star; · = not tested or not shown; & = joins results of further samples.

No.	Structure	SR-BI DiI inh	MITF TRPM1 HTS	HTR5A inv ctr	Wnt act	V-ATPase pH	PvdQ acylase	NSD2 HMT inh	dFosB activator	CDK5 inh	HTR5A ag
1	c1ccc2c(c1)Nc1ccccc1S2	30	9	-26	·	-1	-8	·	-4	1.1	7
2	O=[N+]([O-])c1cnc2ccc3ccccc3c2c1	11	-23	2	2	6	28	-5	-4	0.3	-3
3	Cc1ccc(/C=C2/Sc3ccc(C(=O)N4CCC5(CC4)OCCO5)cc3NC2=O)cc1	2	17	-1	-1	0	-8	1	-7	·	0
4	O=C1Nc2ccccc2C(c2ccccc2)=NC1O (stereo not given)	-4	9	-12	-3	-1	-9	-3	-9	-1.1	3
5	C/C1=C\[C@@H](C)C/C=C/[C@H]2[C@@H]3O[C@]3(C)[C@@H](C)[C@H]3[C@H](Cc4c[nH]c5ccccc45)NC(=O)[C@]32C(=O)/C=C/C(=O)[C@@H]1O	-24	·	-21	·	0	1	·	-6	1.5	16
6	O=c1c2ccccc2nc(Cc2ccccc2)n1-c1ccccc1	17	·	-7	1	0	-16	-4	-8	-0.8	2
7	CC[C@@H](CO)C1CC2NC3CC4(c5ccccc5N(C)[C@@H]24)C(O)C31 (stereo not given in full)	-8	·	-7	3	-5	-1	·	2	1.0	1
8	CCCCCCN=C(CC)c1c(O)n(CCCC)c(=O)[nH]c1=O	-4	·	-9	·	-1	-13	-1	-19	-1.9	0
9	CC(CC(C#N)(c1ccccc1)c1ccccc1)N1CCOCC1 (stereo not given)	-35	27	0	-1	2	-11	7	-4	-0.7	0
10	COc1ccc2[nH]c(C)c(CCNCc3cc(OC)c4c(c3)OCO4)c2c1	-14	11	-14	0	5	8	23	1	0.7	1
11	CCOC(=O)c1ccc(NC(=O)c2c(O)[nH]c(=O)[nH]c2=O)cc1	-24	2	-1	·	·	-9	-1	3	1.4	8
12	O=C(c1ccc(-c2ccccc2)c(F)c1)C1CCCN(CCO)C1 (stereo not given)	8	41	-6	4	-1	8	9	-3	-1.7	2
13	CCC1(c2ccccc2)C(=O)N(COC)C(=O)N(COC)C1=O	3&-3	-4	-31	-3	-1	14&-9	·	8	-0.3	0
14	CCc1cc2c(s1)N(CC(=O)OC)C(=O)CN=C2c1ccccc1OC	-3	-28	11	0	2	-14	-2	-6	-0.7	-3
15	C#CCOC(=O)C1=CCCN(C)C1	-1	-6	-32	1	7	-15	·	-2	-4.0	1
16	CN(C)c1ccc(C2C3C=CC(C3)C2(C#N)C(=O)O)c(Br)c1 (stereo not given)	·	-5	-3	-1	-1	-3	0	-3	-0.9	1
17	O=C(O)C1(c2ccc(Cl)cc2)CCC1	-17	-1	-10	·	1	-7	1	4	1.7	-6
18	Nc1ccc(Br)cc1C(=O)c1ccccc1	21	-12	8	·	5	-8	5	-4	-0.7	-3
19	COc1ccc(N2CCN(C(CNC(=O)Oc3ccccc3)c3cccnc3)CC2)cc1 (stereo not given)	-47	-3	-45	·	-2	-12	31	-9	-7.1	-7
20	Cc1ccc2c(c1)c(=O)c1c3n2CCN(CC2CO2)C3CC1 (stereo not given)	-8	3	-1	-1	0	3	0	-4	0.3	0
21	CCOP(=O)(OCC)c1cc(C)c(O)c(C(C)(C)C)c1	·	-14	-12	-3	1	-13	0	-4	1.4	4
22	CC(=O)O[C@H]1C(=O)[C@@]2(C)C([C@H](OC(=O)c3ccccc3)[C@]3(O)C[C@H](OC(=O)[C@H](O)[C@@H](NC(=O)Cc4ccccc4)c4ccccc4)C(C)=C1C3(C)C)[C@]1(OC(C)=O)CO[C@@H]1C[C@@H]2O (stereo not given in full)	-2	·	-17	-1	-1	-19	·	-21	0.3	3
23	Cc1c(Br)c(=O)oc2cc(OCC(=O)N3C[C@H]4C[C@@H](C3)c3cccc(=O)n3C4)ccc12	-9	4	3	0	-1	4	·	-3	-1.7	-1
24	COc1ccc(NP(=O)(Nc2ccc(OC)cc2)Oc2ccccc2)cc1	-20	5	-6	·	-1	-10	1	1	-0.2	3
25	CN1C(=O)N(C)C(=O)C(NS(=O)(=O)c2ccc(N)cc2)(c2ccccc2)C1=O	2	0	-10	-1	0	-15	-2	-12	-1.4	2
26	CCOC(=O)CC1=C(C(=O)OCC)C2(C(=O)Nc3ccccc32)C(C#N)=C(N)O1 (stereo not given)	-24	-3	1	-1	3	-9	-7	-12	-2.2	0
27	COC(=O)C1=C(c2cccc(OCc3ccccc3)c2)C[C@@H]2CC[C@H]1N2C(=O)NCCOc1ccccc1	29	-1	22	-2	0	6	·	-5	1.4	-9
28	O=C(c1ccccc1)c1cn(CC(=O)N2CCCc3ccccc32)c2ccccc12	15	·	-22	·	4	-3	-3	1	3.1	8
29	CCN1C[C@]2(CO)CC[C@H](OC)[C@@]34C5C[C@H]6[C@H](OC)C5[C@](O)(C[C@H]6OC)[C@@H](C(OC)C23)[C@@H]14 (stereo not given in full)	-16	-1	-16	-1	1	-5	·	-3	-3.7	6
30	COCCCN=Cc1c(O)[nH]c(=S)[nH]c1=O	-1	-3	6	1	-1	-9	·	-10	0.6	-2
31	N#CC1=C(N)Oc2c(c(=O)oc3ccccc23)C1c1ccccc1OC(=O)c1cccs1 (stereo not given)	-9	-19	11	1	1	-13	-1	-6	-0.1	-4
32	CCN(CC)CCNCC(=O)Nc1ccc(Cl)cc1C(=O)c1ccccc1	-16	-9	-39	1	-4	7	-30	1	-1.4	2
33	O=C1N(c2cccc(Cl)c2)C(c2cccnc2)N2CCCN12 (stereo not given)	-28	-10	-7	-1	2	-6	8	-1	1.7	2
34	CCn1c(O)c(/C=N/NC(=O)c2ccncc2)c(=O)[nH]c1=S	15	-2	-6	1	-1	-1	-5	10	-0.3	2
35	CC1CCCN(C(=O)c2ccc(N3CC4CC(C3)c3cccc(=O)n3C4)c([N+](=O)[O-])c2)C1 (stereo not given)	17	15	-1	-8	-2	-3	-2	-5	-1.5	0
36	CC(=O)O[C@H]1CC[C@@]2(C)[C@H](C1)C(=O)C[C@H]1[C@@H]3CC[C@@H]4[C@@H](CN5C[C@@H](C)CC[C@H]5[C@@]4(C)O)[C@@H]3C[C@@H]12	·	4	-6	-2	2	4	2	-1	0.7	2
37	CCC(=O)Nc1ccc(Cl)c(Cl)c1	4	-5	7	4	-3	4	·	-3	-1.2	-2
38	OC(CNC1CCCCC1)c1ccccc1 (stereo not given)	-24	1	-25	·	-1	-13	1	-1	0.8	10
39	CSc1ncc(CN2CCCC(C(=O)c3sccc3C)C2)cn1 (stereo not given)	-8	-11	-9	1	-1	-5	9	-10	-0.7	1
40	Clc1ccc2c(c1)C(c1ccccc1Cl)=NCc1nnc(Br)n1-2	-3	-21	10	·	-1	11	-3	-11	1.8	-5
41	COc1cc2nc(N3CCN(C(=O)[C@@H]4CCCO4)CC3)nc(N)c2cc1OC	1	6	-3	0	-6	-3	·	3	-0.9	1
42	Cc1ccc(C2C(=O)NC(=O)NC2=O)cc1	-13	·	-13	5	0	-3	-3	9	-4.6	-2
43	O=C(COc1ccccc1)N1CCN(CC2CC=CCC2)CC1 (stereo not given)	·	0	-12	-2	-5	-11	-1	3	-4.0	4
44	CN1CC[C@]23c4c5ccc(O)c4OC2[C@H](O)C=CC3[C@H]1C5 (stereo not given in full)	1	-4	-1	-1	0	1	·	-3	-1.5	0
45	CC(C)CN(CC(C)C)C(=O)C1C2c3ccccc3C(c3ccccc32)C1C(=O)O (stereo not given)	-17	12	3	-2	-2	4	4	-1	-0.9	5
46	C=CCSc1nc2c(c(-c3ccsc3)c1C#N)CN(C)CC2	-5	·	-8	-1	1	-11	4	-5	-6.2	-1
47	CCOC(=O)c1c(NC(=O)C(c2ccccc2)c2ccccc2)sc2c1C1CCN2CC1	-4	·	-3	-14	-4	-2	-3	-6	1.9	-1
48	CCCNC1=C(C)C(=O)C2=C(C1=O)C(COC(N)=O)[C@]1(OC)C3NC3CN21 (stereo not given in full)	17	2	-12	3	-1	14	5	-8	1.1	3

Reformatted with values under each structure: entries from further up.
Screens in order – SR-BI DiI inh | MITF TRPM1 HTS | HTR5A inv ctr | Wnt act | V-ATPase pH | PvdQ acylase | NSD2 HMT inh | dFosB activator | CDK5 inh | HTR5A ag
(41) COc1cc2nc(N3CCN(C(=O)[C@@H]4CCCO4)CC3)nc(N)c2cc1OC
→ 1 | 6 | -3 | 0 | -6 | -3 | · | 3 | -0.9 | 1
(47) CCOC(=O)c1c(NC(=O)C(c2ccccc2)c2ccccc2)sc2c1C1CCN2CC1
→ -4 | · | -3 | -14 | -4 | -2 | -3 | -6 | 1.9 | -1
(36) CC(=O)O[C@H]1CC[C@@]2(C)[C@H](C1)C(=O)C[C@H]1[C@@H]3CC[C@@H]4[C@@H](CN5C[C@@H](C)CC[C@H]5[C@@]4(C)O)[C@@H]3C[C@@H]12
→ · | 4 | -6 | -2 | 2 | 4 | 2 | -1 | 0.7 | 2
(32) CCN(CC)CCNCC(=O)Nc1ccc(Cl)cc1C(=O)c1ccccc1
→ -16 | -9 | -39 | 1 | -4 | 7 | -30 | 1 | -1.4 | 2

Of the compounds above, these contain an aryl thioether with sulfur outside any ring:
No.	Structure	SR-BI DiI inh	MITF TRPM1 HTS	HTR5A inv ctr	Wnt act	V-ATPase pH	PvdQ acylase	NSD2 HMT inh	dFosB activator	CDK5 inh	HTR5A ag
39	CSc1ncc(CN2CCCC(C(=O)c3sccc3C)C2)cn1 (stereo not given)	-8	-11	-9	1	-1	-5	9	-10	-0.7	1
46	C=CCSc1nc2c(c(-c3ccsc3)c1C#N)CN(C)CC2	-5	·	-8	-1	1	-11	4	-5	-6.2	-1

Three compounds already listed, sorted by formula weight, low to high:
No.	Structure	SR-BI DiI inh	MITF TRPM1 HTS	HTR5A inv ctr	Wnt act	V-ATPase pH	PvdQ acylase	NSD2 HMT inh	dFosB activator	CDK5 inh	HTR5A ag
42	Cc1ccc(C2C(=O)NC(=O)NC2=O)cc1	-13	·	-13	5	0	-3	-3	9	-4.6	-2
38	OC(CNC1CCCCC1)c1ccccc1 (stereo not given)	-24	1	-25	·	-1	-13	1	-1	0.8	10
45	CC(C)CN(CC(C)C)C(=O)C1C2c3ccccc3C(c3ccccc32)C1C(=O)O (stereo not given)	-17	12	3	-2	-2	4	4	-1	-0.9	5

This is a subset. The share of hits here may be higher or lower than overall.
